# TPT1 inhibitor – Candida albicans TPT1 enzyme inhibitors, primary screen, biochemical, fluorescence polarization; actives 0.81% (n = 300,000); tRNA 2'-phosphotransferase TPT1 (Candida albicans SC5314); recombinant caTPT1, FP RNA substrate dephosphorylation; inhibition, % at 5 µM;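 active = inhibition above the mean of all tested compounds plus 3 SD, set per screening campaign, cut at about 24% in these data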;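 note: plate controls were DMSO alone for no effect and ferristatin control at 100 nM for full effect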
# PREPL inhibitor – PREPL enzyme inhibitors, primary screen, biochemical, fluorescence polarization; recombinant PREPL, fluorescence polarization activity-based probe; inhibition, % at 5.96 µM; actives 0.68% (n = 320,000); in the data active = inhibition above about 43%;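 note: 0% = enzyme with DMSO and 100% = wells lacking enzyme; many of its hits are not listed in these tables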
# HCV core dimer – inhibitors of HCV core protein dimerization, primary screen, biochemical, TR-FRET, high-throughput. TR-FRET GST/Flag-core106 dimerization, 1536-well. inhibition, % at 5 µM. actives 0.33% (n = 300,000). AID 1899, 2009;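 active = inhibition above the mean of all tested compounds plus 3 SD, set per screening campaign, cut at about 45% in these data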
#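 System: GST-tagged and Flag-tagged HCV core protein residues 1-106 / Input: core106 proteins, GST 13.5 nM and Flag 17 nM / Buffer or medium: KF-containing HEPES buffer, pH 7.45, DTT, CHAPS, BSA / Probe or stimulus: Eu-anti-GST and XL665-anti-Flag labelled anti-tag antibodies / Schedule: 4 h, 22.5 °C incubation / Technique: TR-FRET 671 and 617 nm emission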
# Fh CTSL1 inh – Fasciola hepatica cathepsin L1 inhibitors, primary screen, counter-screen for PFM18AAP inhibitor project, biochemical, QFRET, fluorogenic peptide substrate; recombinant F. hepatica cathepsin L1, Z-Leu-Arg-MCA fluorescence; actives 0.49% (n = 300,000); inhibition, % at 5.96 µM; AID 1906, 2009;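 active = inhibition above the mean of all tested compounds plus 3 SD, set per screening campaign, cut at about 17% in these data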;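 note: 0% = plate median of test compound wells and 100% = 1 µM Z-Phe-Ala-diazomethylketone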
# PP5 inh – PP5 phosphatase inhibitors, primary screen, biochemical, fluorescence; Serine/threonine-protein phosphatase 5 (Homo sapiens), P53041; purified PP5c, OMFP substrate fluorescence; inhibition, % at 6.7 µM; actives 0.18% (n = 320,000); AID 1987, 2009;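 active = inhibition above the campaign's mean inhibition across all tested compounds plus 3 SD, cut at about 9.5% in these data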;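 note: 0% = DMSO only and 100% = 100 µM cantharidin control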
# Target sequence (P53041 whole entry, looked up): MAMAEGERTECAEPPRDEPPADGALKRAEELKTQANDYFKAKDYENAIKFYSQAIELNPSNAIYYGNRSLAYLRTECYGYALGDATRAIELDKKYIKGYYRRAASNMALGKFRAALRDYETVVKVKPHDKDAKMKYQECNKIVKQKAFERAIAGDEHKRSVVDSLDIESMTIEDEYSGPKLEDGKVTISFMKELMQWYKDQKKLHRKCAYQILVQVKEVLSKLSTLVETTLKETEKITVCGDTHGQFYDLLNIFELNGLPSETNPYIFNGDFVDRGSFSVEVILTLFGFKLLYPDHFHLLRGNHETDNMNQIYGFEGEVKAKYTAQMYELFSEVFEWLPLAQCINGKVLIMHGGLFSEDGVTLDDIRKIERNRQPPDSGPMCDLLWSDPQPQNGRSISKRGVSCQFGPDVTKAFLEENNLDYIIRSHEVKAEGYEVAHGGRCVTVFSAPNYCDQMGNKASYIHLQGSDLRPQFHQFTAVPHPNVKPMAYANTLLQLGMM
# Efflux pump inh – inhibitors of Candida efflux pumps in yeast, primary screen, S. cerevisiae, Nile Red, multiplex; actives 0.44% (n = 330,000); S. cerevisiae Candida pump triplex; AID 485275, 2010; inhibition, % at 10 µM;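 active = plate passing quality check with inhibition over a set limit, or well fluorescence over plate mean plus 4 SD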;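 note: Nile Red retained in pooled yeast measured as flow cytometry median fluorescence; 0% = buffer negative control and 100% = Enniatin B positive control; higher means more Nile Red kept so more efflux inhibition; some compounds called inactive have numbers as strong as hits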
# PP1 inh – PP1-alpha phosphatase inhibitors, primary screen, counter-screen for PP5 inhibitor project, biochemical, fluorescence, OMFP substrate, single point | inhibition, % at 6.7 µM | AID 2235, 2010 | Serine/threonine-protein phosphatase PP1-alpha catalytic subunit (Homo sapiens), P62136 | purified PP1alpha | actives 0.9% (n = 320,000);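 active = inhibition above the mean inhibition of all tested compounds plus 3 SD, computed separately for each screening campaign, cut at about 15% in these data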
# Target sequence (P62136 whole entry, looked up): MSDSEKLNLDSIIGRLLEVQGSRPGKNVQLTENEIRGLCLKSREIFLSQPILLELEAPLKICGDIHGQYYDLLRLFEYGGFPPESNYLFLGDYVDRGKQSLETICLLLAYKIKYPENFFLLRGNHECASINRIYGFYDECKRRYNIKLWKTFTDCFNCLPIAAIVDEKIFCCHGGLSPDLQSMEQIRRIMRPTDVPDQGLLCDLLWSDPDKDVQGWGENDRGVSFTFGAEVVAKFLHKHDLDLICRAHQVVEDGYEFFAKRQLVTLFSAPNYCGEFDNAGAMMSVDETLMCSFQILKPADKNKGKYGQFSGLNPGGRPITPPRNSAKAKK
# JMJD2C inh – inhibitors of GASC-1 histone demethylase, primary screen, biochemical, fluorescence, DELFIA europium. inhibition, % at 2.35 µM. AID 2099, 2009. actives 0.069% (n = 330,000). GST-JMJD2C(1-420) H3K9me3 demethylation;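 active = more than half of a compound's replicate wells show inhibition beyond 50%, single wells judged on their own value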;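 note: signal counts dimethyl H3K9 product captured on neutravidin plate; 0% = median of DMSO wells and 100% = 0.3 times that DMSO median; strong numbers were not always called active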
# LYPLA2 inh – LYPLA2 inhibitors, primary screen, counter-screen for PME1 inhibitor project, biochemical, fluorescence polarization, FP-Rh probe ABPP | Acyl-protein thioesterase 2 (Homo sapiens), O95372 | recombinant LYPLA2 | inhibition, % at 5.9 µM | actives 0.38% (n = 320,000) | AID 2177, 2009;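 active = inhibition above the screen-wide mean plus 3 SD, limit set per campaign, cut at about 26% in these data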;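 note: 0% = LYPLA2 with DMSO and 100% = wells lacking LYPLA2 enzyme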
# Target sequence (O95372 whole entry, looked up): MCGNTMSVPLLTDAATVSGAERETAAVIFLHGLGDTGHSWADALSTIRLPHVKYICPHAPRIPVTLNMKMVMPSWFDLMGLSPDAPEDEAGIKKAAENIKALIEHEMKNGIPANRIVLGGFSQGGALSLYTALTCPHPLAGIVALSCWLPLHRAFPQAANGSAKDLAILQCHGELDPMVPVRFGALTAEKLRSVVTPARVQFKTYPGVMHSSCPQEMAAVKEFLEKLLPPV
# * hit, by the source's call; / = not tested or not shown.
1: COc1ccc(Nc2ncnc3sc(C)cc23)cc1
2: COC(=O)c1sc(N2C(=O)C(O)=C(C(=O)c3ccc(C)o3)C2c2ccc(F)cc2)nc1C (stereo not given)
3: O=S(=O)(NCC1CCCO1)c1ccc2ccccc2c1 (stereo not given)
4: COCCNC(=O)C1=C(N)C(C(=O)Nc2ccc(C)c(S(=O)(=O)N3CCCCC3)c2)SC1=Nc1ccc(C)cc1C (stereo not given)
5: O=C(NCS(=O)(=O)c1ccccc1)c1ccccc1
6: COc1ccccc1Cc1nc2ccccc2n1S(=O)(=O)c1ccc(Cl)cc1
7: O=C(OCc1ccccc1)/C(=C/c1cccc(Br)c1)NC(=O)c1ccco1
8: COc1ccc(C(=O)NCc2nnc(SC)n2C2CCCCC2)cc1
entry no.	1	2	3	4	5	6	7	8
TPT1 inhibitor	-1	26*	1	2	-5	1	1	-2
PREPL inhibitor	1	-7	4	12	-1	-2	1	-3
HCV core dimer	8	-8	-8	26	-4	-9	0	2
Fh CTSL1 inh	-2	2	-9	7	30*	-3	15	-1
PP5 inh	-1.1	4.5	3.0	3.5	0.1	2.8	0.2	0.4
Efflux pump inh	-0.2	0.0	0.2	-0.1	0.0	0.4	-0.4	0.1
PP1 inh	-3	17*	-6	6	1	3	1	-3
JMJD2C inh	-6	-1	0	-1	-21	0	5	3
LYPLA2 inh	4	-9	0	-39	-4	2	3	-3

9: CN(C)c1ccc(/C=C/C(=O)c2ccc3c(c2)OCCO3)cc1[N+](=O)[O-]
10: COCCNC(=O)Cn1nc(C(F)(F)F)c(Br)c1C
11: CCOc1cc(N2CCOCC2)c(OCC)cc1NC(=O)c1ccc(C)s1
12: Cc1noc(C)c1COc1ccc(C(=O)N(C)CCOc2ccccc2)cc1
13: Cc1ccc(Cn2c(SCC(=O)NCC3CCCO3)nc3c2c(=O)n(C)c(=O)n3C)cc1 (stereo not given)
14: CC[C@@H](C)C(NC(=O)OC(C)(C)C)c1cn([C@@H](CCC(=O)OC(C)(C)C)C(=O)N2CCN(C(=O)OC(C)(C)C)CC2)nn1 (stereo not given in full)
15: COc1ccc(-c2nc(NC3=NCCCCC3)sc2C)cc1
16: COc1ccc(CCNC(=O)CSc2nc3ncccc3[nH]2)c(OC)c1
entry no.	9	10	11	12	13	14	15	16
TPT1 inhibitor	1	-4	-2	/	1	-2	-4	-2
PREPL inhibitor	0	5	-10	3	-1	-1	14	-2
HCV core dimer	11	5	-2	/	13	5	5	3
Fh CTSL1 inh	2	13	-1	/	9	3	-12	-2
PP5 inh	-1.1	-1.3	-0.4	4.1	-0.9	0.7	1.6	0.2
Efflux pump inh	0.2	0.0	0.0	0.2	-0.1	/	0.3	-0.1
PP1 inh	1	-1	2	0	-4	-1	-5	-6
JMJD2C inh	6	-2	10	6	0	4	-13	-1
LYPLA2 inh	11	0	-2	5	-3	-3	-5	2

17: CCCC1(C(=O)OCC)NC(c2ccc(OC)cc2OC)C2C(=O)N(c3ccccc3)C(=O)C21 (stereo not given)
18: Cc1cc(=O)n2[nH]c(CCC(=O)O)nc2n1
19: CC(C)=CCC12Oc3cc(O)ccc3C1(O)Oc1cc3c(c(O)c1C2=O)C=CC(C)(C)O3 (stereo not given)
20: CN(C)c1ccc(C(CNC(=O)c2cccs2)N(C)C)cc1 (stereo not given)
21: CC(=O)c1cccc(S(=O)(=O)N2CCN(CCOc3ccccc3)CC2)c1
22: COc1ccc(OC)c(NC(=O)c2cc(S(=O)(=O)N3CCCC3)cn2C)c1
23: O=C(Nc1ccc2nc3n(c(=O)c2c1)CCCCC3)c1cc([N+](=O)[O-])ccc1F
24: Cc1nc2ccccn2c(=O)c1NC(=O)c1cccc2ccccc12
entry no.	17	18	19	20	21	22	23	24
TPT1 inhibitor	-1	2	0	-3	/	2	-3	2
PREPL inhibitor	-1	-7	13	5	7	6	19	-3
HCV core dimer	6	3	1	-2	/	-9	1	-1
Fh CTSL1 inh	3	0	5	-2	/	-1	0	-17
PP5 inh	-1.6	-1.2	4.0	0.2	1.8	2.9	1.4	-2.6
Efflux pump inh	0.0	-0.2	0.1	0.0	-0.1	0.2	0.7*	-0.1
PP1 inh	3	-3	-3	1	-2	-1	6	-1
JMJD2C inh	11	2	3	-4	-2	0	5	19
LYPLA2 inh	-1	-3	-12	0	6	5	11	4

25: CCCOC(=O)c1ccc(Oc2coc3c(CN(CC)CC)c(O)ccc3c2=O)cc1
26: O=S(=O)(Cc1ccccc1)NCC1CCCN(Cc2ccc3nonc3c2)C1 (stereo not given)
27: Fc1cccc(Cl)c1/C=N/Nc1c(Cl)cncc1Cl
28: CC(C)C[C@H](NC(=O)N1CC(=O)Nc2ccccc21)C(=O)N[C@H](Cc1c[nH]c2ccccc12)C(=O)O
29: Cc1ccc(S(=O)(=O)N(C)c2ccccc2C(=O)N2CCCC2)cc1
30: CN(C)CCN=Cc1c(O)n(Cc2ccc3c(c2)OCO3)c(=O)c2ccccc12
31: Cc1ccccc1NC(=O)c1c(C)[nH]c(=S)c(C#N)c1-c1ccco1
32: CCC(C)NC(=O)C1CCN(S(=O)(=O)c2cccc3nonc23)CC1 (stereo not given)
entry no.	25	26	27	28	29	30	31	32
TPT1 inhibitor	3	5	2	-1	1	0	3	-2
PREPL inhibitor	-6	-3	-6	10	12	12	2	-1
HCV core dimer	2	3	-5	1	-6	-6	16	0
Fh CTSL1 inh	15	-2	-3	38*	-1	2	0	-1
PP5 inh	-4.3	-0.4	4.9	-0.5	1.1	1.5	1.0	1.1
Efflux pump inh	0.0	0.1	0.2	0.1	0.4	-0.2	0.2	0.2
PP1 inh	0	-3	1	-2	-3	3	2	-1
JMJD2C inh	-6	-7	-25	-47	-1	-1	3	-12
LYPLA2 inh	34*	6	4	9	-6	-2	1	1

33: CCOc1ccc(NC(=O)CN(C)C(=O)c2ccc(N3CCCCC3)c([N+](=O)[O-])c2)cc1OCC
34: Cc1ccc(Cl)cc1NC(=O)C1CC(=O)N(C(C)C)C1 (stereo not given)
35: Cc1ccc(N(C(=O)c2ccn[nH]2)C(C(=O)NC2CCCC2)c2cccs2)cc1 (stereo not given)
36: COc1cc(OC)cc(C(=O)NCCCN2CCN(CCCNC(=O)c3cc(OC)cc(OC)c3)CC2)c1
37: CCCN1CCC(NC(=O)Cc2cccc(C)c2)CC1
38: c1ccc(-c2nc3cccnc3nc2-c2ccccc2)cc1
39: Cc1cc2nccc(-c3ccc(Cl)cc3Cl)n2n1
40: Fc1cccc(Cl)c1-c1nnc2ccc(N3CCOCC3)nn12
entry no.	33	34	35	36	37	38	39	40
TPT1 inhibitor	0	2	0	1	-1	-1	0	0
PREPL inhibitor	-1	1	3	-6	-2	1	-8	11
HCV core dimer	-2	6	-2	11	7	3	10	-4
Fh CTSL1 inh	-1	0	-10	4	4	1	6	1
PP5 inh	4.6	-4.1	-0.1	1.8	-0.9	-1.6	0.0	2.2
Efflux pump inh	-0.1	0.0	0.6	0.1	0.0	0.1	-0.4	0.1
PP1 inh	0	-4	-3	-2	-1	0	0	0
JMJD2C inh	1	0	6	-36	2	-1	-11	4
LYPLA2 inh	2	-3	0	3	1	0	-1	0

41: CC/C(=C(\c1ccc(O)cc1)c1ccc(OCCN(C)C)cc1)c1ccccc1
42: O=C1CN(C(=O)COC(=O)CNC(=O)c2ccccc2)c2ccccc2N1
43: O=c1nc(-c2ccccc2)n(-c2ccc(Cl)cc2)[nH]1
44: CC1CCCCN1C(=O)CNCC1CCCO1 (stereo not given)
45: CCOC(=O)c1cc(C(C)(C)C)oc1CNC(=O)c1c(C)oc2c1CCCC2
46: Cc1ccc(-c2nnn(Cc3nc(N)nc(N4CCOCC4)n3)n2)cc1
47: CN1CCN(C(=S)c2ccc(-c3cccc([N+](=O)[O-])c3)o2)CC1
48: COC(=O)c1ccccc1NC(=O)C12CC3CC(C1)CC(n1cnc(Cl)n1)(C3)C2
entry no.	41	42	43	44	45	46	47	48
TPT1 inhibitor	0	0	2	1	2	1	1	-3
PREPL inhibitor	11	-4	4	-5	28	13	9	-10
HCV core dimer	-7	-7	-10	0	10	-1	6	8
Fh CTSL1 inh	1	-3	-5	0	3	-3	3	7
PP5 inh	4.9	2.6	1.3	-2.9	1.0	1.9	1.8	2.9
Efflux pump inh	0.2	0.3	1.3	-0.1	0.1	0.1	0.0	-0.2
PP1 inh	-2	-1	7	-5	-3	0	-3	-1
JMJD2C inh	-7	-3	0	-1	-2	2	9	-15
LYPLA2 inh	3	-1	4	-5	-6	-1	-1	10

# Profiles from above. Order of screens: TPT1 inhibitor	PREPL inhibitor	HCV core dimer	Fh CTSL1 inh	PP5 inh	Efflux pump inh	PP1 inh	JMJD2C inh	LYPLA2 inh
# Results for `O=C1CN(C(=O)COC(=O)CNC(=O)c2ccccc2)c2ccccc2N1` = 0	-4	-7	-3	2.6	0.3	-1	-3	-1
# Results for `COC(=O)c1ccccc1NC(=O)C12CC3CC(C1)CC(n1cnc(Cl)n1)(C3)C2` = -3	-10	8	7	2.9	-0.2	-1	-15	10
# Results for `CC/C(=C(\c1ccc(O)cc1)c1ccc(OCCN(C)C)cc1)c1ccccc1` = 0	11	-7	1	4.9	0.2	-2	-7	3

# Further compounds.
49: O=C(OCN1C(=O)c2ccccc2C1=O)C1CCCCC1
50: CC(C)c1ccc(NC2CCCN(C(=O)c3cccnc3)C2)cc1 (stereo not given)
51: O=C(NCc1ccco1)c1cccc(S(=O)(=O)N2CCN(Cc3ccccc3)CC2)c1
52: CN(CC(=O)N1CC=C(c2ccccc2)CC1)S(=O)(=O)c1cnc[nH]1
53: COc1cccc(NC2c3ccccc3C(=O)N2Cc2ccccc2Cl)c1 (stereo not given)
54: COc1ccc(C(=O)Nc2ccc(C(=O)NCCc3ccc(OC)c(OC)c3)cc2)cc1
55: O=C(Nc1ccc2c(c1)CN(Cc1ccc(CO)o1)CC2)c1ccc(C(F)(F)F)cc1
56: CCNC(=S)NNC(=O)c1cc(Br)cs1
57: CCOP(=O)(OCC)C(NC(=O)Nc1ccc(C)c(Cl)c1)c1ccccc1 (stereo not given)
entry no.	49	50	51	52	53	54	55	56	57
TPT1 inhibitor	-1	0	-2	-5	-1	0	8	-3	0
PREPL inhibitor	-3	3	30	6	-8	8	2	11	16
HCV core dimer	3	1	-2	-7	-2	0	58*	-3	1
Fh CTSL1 inh	-7	2	8	8	5	1	-5	1	-2
PP5 inh	2.5	1.4	-0.1	3.4	4.2	-0.1	3.6	0.8	2.9
Efflux pump inh	0.2	0.0	0.0	0.1	0.0	-0.2	0.1	-0.4	-0.1
PP1 inh	1	0	2	-5	2	8	1	0	2
JMJD2C inh	-5	-3	7	-7	-3	-2	5	-2	10
LYPLA2 inh	1	1	-1	3	2	4	-6	0	-6

# Compound activity as filed in PubChem.

# Only part of the results is shown; the hit share may differ from the screen's.
